miR122 inh: inhibitors of miR-122 in Huh7 cells. Huh7 miR-122 Renilla luciferase sensor, 48 h; neutral wells = 0, positive control = 100. activation (reporter increase), % at 12.5 µM. 340,000 tested, 0.3% active. AID 602342;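 active = mean replicate activation score at least 90 and every replicate individually at or above 90; inconclusive = only one of the two criteria met; inactive = neither criterion met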;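 also: higher luciferase means less miR-122 activity so hits act as miR-122 inhibitors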
PGC1a acetyl inh: lowers PGC1a acetylation signal in U2OS cells. AlphaScreen anti-acetyl-lysine; with virally co-expressed GCN5 acetyltransferase. inhibition, % at 15.6 µM. 350,000 tested, 0.17% active;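 active = every replicate shows inhibition of at least 40%; inconclusive = mean inhibition at least 40% but some replicate below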;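 also: 0% = neutral control wells and 100% = positive control wells; some results beyond the cut were filed as inactive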
Cneo AK release: Cryptococcus neoformans lysis via adenylate kinase release; C. neoformans lysis, adenylate kinase release luminescence, 4 h; normalised: neutral wells 0, clomiphene wells 100; lysis activity, % at 15 µM; 360,000 tested, 0.2% active;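 active = mean lysis activity across replicates of at least 80%, whatever share of replicates individually reach that level; inactive = mean lysis activity below 80%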
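Assay system: C. neoformans cells. Amount: yeast cell density of 5 × 10^6 cells/mL. Technique: AK luminescence. Buffer or medium: YPD. Times: static 4 h at 37 °C with compound, 1 h detection. Dosing: single-point compound dose. Read-out: lysis from increased AK signal.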
FN deposit inh: fibronectin deposition inhibition. AH1F fibroblasts, Alexa488-fibronectin deposition fluorescence, overnight. inhibition, % at 12.6 µM. 350,000 tested, 0.086% active. AID 743247;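 active = mean inhibition across replicates of 30% or more, regardless of how many single replicates reach that level; inconclusive = mean under 30% yet at least half of replicates reach 30%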;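 also: positive control wells lacked labelled fibronectin entirely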
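Material – AH1F fibroblast monolayer, labelled fibronectin deposition · Reagent – labelled fibronectin 24 nM · Timing – 1 h adhesion, overnight exposure · Measured by – fluorescence at 485 nm excitation, 525 nm emission · Read-out – inhibition of fibronectin deposition signal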
LGR2 antag: blocks bursicon-induced cAMP signaling via Drosophila LGR2. 380,000 tested, 0.35% active. inhibition, % at 9.99 µM. HEK293 LGR2, CRE-luciferase, bursicon-stimulated, 4 h;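 active = drop in luminescence signal, shown as inhibition above about 50% in the replicate tests, limit read from the data, passing the limit was not always enough; inconclusive = probably only some replicates passing the limit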;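 also: agonist challenge used bursicon conditioned medium at about half maximal strength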
PAX8 reporter: PAX8 transcriptional activity inhibition; 360,000 tested, 1.2% active; inhibition, % at 12.6 µM; AID 652154; RMG-I TPO-luciferase reporter, SteadyGlo, 24 h;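 active = mean replicate inhibition at least 60% with every replicate also reaching 60%; inconclusive = only one of the two criteria is met; inactive = mean below 60% and not all replicates reaching 60%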;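 also: luciferase light reporting Pax8 driven TPO promoter activity; plate controls were median of neutral control wells for no effect and mitoxantrone controls for full effect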
CASP6 VEID inh: blocks human caspase-6 cleavage activity; purified caspase-6, Z-VEID-R110 cleavage fluorescence; inhibition, % at 12.5 µM; P55212; 350,000 tested, 0.53% active;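 active = mean inhibition across replicates at least about 35%, with every replicate also reaching that limit, limit read from the data; inconclusive = only one of the two criteria met; inactive = neither criterion met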;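 also: 0% = median of neutral control wells and 100% = no fluorescence left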
Target sequence (P55212 24-179 limits assumed): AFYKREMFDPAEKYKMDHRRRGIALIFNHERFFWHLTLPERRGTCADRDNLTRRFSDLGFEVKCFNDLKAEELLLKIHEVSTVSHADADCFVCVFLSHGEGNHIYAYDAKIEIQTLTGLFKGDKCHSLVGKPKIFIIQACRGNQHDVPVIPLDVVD
Target sequence (P55212 194-293 limits assumed): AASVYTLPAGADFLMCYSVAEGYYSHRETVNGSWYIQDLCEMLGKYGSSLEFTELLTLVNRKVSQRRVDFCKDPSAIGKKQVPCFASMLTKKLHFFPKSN
EWS-Fli block: inhibitors of EWS/Fli oncoprotein transcriptional activity | A673 NR0B1-luciferase reporter, viability-normalised | inhibition, % at 12.6 µM | 350,000 tested, 0.67% active | AID 651661;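 active = mean inhibition of at least 50% after viability correction, with every replicate also passing that limit; inconclusive = mean reaches 50% but only one of two replicates passes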;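 also: firefly luciferase signal divided by Alamar Blue viability fluorescence both relative to DMSO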
An asterisk follows results filed as active; ? = inconclusive; · = not tested or not shown; [ ] = dose if it differs, or a comment.

| SMILES | miR122 inh | PGC1a acetyl inh | Cneo AK release | FN deposit inh | LGR2 antag | PAX8 reporter | CASP6 VEID inh | EWS-Fli block |
| --- | --- | --- | --- | --- | --- | --- | --- | --- |
| COc1ccc(C(C)=O)cc1COC(=O)c1ccc(OCc2c(C)noc2C)cc1 | 4 | -3 | 0 | · | -1 | · | 0 | · |
| O=C(NNc1c2ccccc2nc2ccccc12)c1cc2ccccc2cc1O | 7 | -4 | -4 | -7 | 8 | -17 | · | · |
| CCCCNC(=O)CSc1nc2ccccc2c(=O)n1CCNC(C)=O | 8 | 13 | 0 | -37 | · | · | · | · |
| COc1ccccc1CNC(=O)C1CCN(C(=O)NC2CCCCC2)CC1 | 2 | 10 | · | 4 | 4 | 0 | -1 | 3 |
| CCc1ccccc1N1CC(C(=O)Nc2cc(C)on2)CC1=O (configuration not stated) | · | · | -3 | 1 | 3 | 14 | -2 | 1 |
| C[C@H](CO)N1C[C@H](C)[C@H](CN(C)Cc2ccc(-c3ccccc3)cc2)Oc2ccc(NC(=O)CCC(F)(F)F)cc2C1=O | 9[16.7 µM] | 3 | 3 | 7 | -7 | · | 1 | -2 |
| C[C@H]1CN([C@@H](C)CO)C(=O)Cc2cc(NC(=O)NC3CCCCC3)ccc2O[C@@H]1CN(C)CC1CC1 | -1[16.7 µM] | 6 | 1 | · | 3 | · | 0 | -7 |
| C[C@H]1CN([C@@H](C)CO)S(=O)(=O)c2ccc(-c3ccc(C#N)cc3)cc2O[C@@H]1CN(C)Cc1ccccn1 | · | 0 | -1 | · | -8 | ? | · | 67* |
| CC(C)NC(=O)Nc1cccc2c1O[C@@H](CN(C)C(=O)NC1CCCCC1)[C@@H](C)CN([C@@H](C)CO)C2=O | -5[16.7 µM] | -20 | -8 | · | -8 | 25 | 0 | -1 |
| CC1=Nc2cc(C(=O)N3CCCC3)ccc2Sc2ccc(C)cc21 | 1 | 8 | -5 | -6 | -2 | 5 | 1 | 3 |
| O=c1cc(CN2CCCCCCC2)c2c(ccc3ccccc32)o1 | -3 | 7 | -2 | -8 | -18 | 12 | -79 | -16 |
| Cc1cc(C)c(C#N)c(Nc2ccccc2)n1 | 4 | -30 | -1 | 8 | -8 | · | · | · |
| COc1ccc(-c2cccc(-c3cc(=O)oc4cc(OC)cc(OC)c34)c2)cc1 | 104* | -21 | 4 | · | -7 | 58 | -2 | 53* |
| CCCn1c(CCC(=O)O)ccc1-c1ccc(F)cc1 | -1 | -9 | -3 | 1 | 2 | · | · | · |
| Brc1cccc(CN2CCN(c3ncc(Cc4ccccc4)cn3)CC2)n1 | · | · | · | 4 | -15 | 1 | 2 | 0 |
| Cn1cnc(S(=O)(=O)N2CCCCC2c2cc(C(=O)Nc3ccccc3Cl)no2)c1 (configuration not stated) | -7 | -3 | 0 | 2 | -12 | -5 | 0 | -5 |
| Cc1ccc(-c2csc(NCCc3nc4cc(Cl)c(Cl)cc4n3CCOCCO)n2)cc1 | 5 | -9 | 6 | -5 | · | -12 | -1 | -2 |
| CNC[C@H]1Oc2c(NC(=O)C3CCCCC3)cccc2C(=O)N([C@H](C)CO)C[C@H]1C | -8[16.7 µM] | -2 | 1 | 7 | -17 | -4 | 1 | -7 |
| Cc1cn(C2OC(COC(=O)c3ccccc3)C(O)C2O)c(=O)[nH]c1=O (configuration not stated) | -9 | -4 | 1 | · | 5 | · | -2 | 3 |
| CCc1noc(C)c1C(=O)Nc1cccc(S(=O)(=O)N(C)c2ccccc2)c1 | 0 | 3 | 2 | -4 | -3 | 2 | 1 | -2 |
| CCOC(=O)N1CCN(CC(O)COc2ccc(-c3ccccc3)cc2)CC1 (configuration not stated) | -16 | 4 | -2 | -8 | -18 | -5 | -6 | 6 |
| O=C(Cc1cccnc1)N1CC(=O)N2[C@@H](CO)[C@H](c3ccc(C4=CCCCC4)cc3)[C@@H]2C1 | · | -3 | · | 3 | -6 | -19 | -1 | -11 |
| CN(CCOc1ccccc1)C(=S)Nc1ccc(OC(F)F)cc1 | -2 | · | 20 | 7 | 0 | 12 | -3 | -2 |
| CCN(c1ccccc1)S(=O)(=O)c1cc(C(=O)NCC(c2ccc(OC)cc2)N(C)C)ccc1C (configuration not stated) | 4 | -1 | 0 | 10 | 11 | 6 | -4 | -16 |

Not a retest: entries from further up.
| SMILES | miR122 inh | PGC1a acetyl inh | Cneo AK release | FN deposit inh | LGR2 antag | PAX8 reporter | CASP6 VEID inh | EWS-Fli block |
| --- | --- | --- | --- | --- | --- | --- | --- | --- |
| CN(CCOc1ccccc1)C(=S)Nc1ccc(OC(F)F)cc1 | -2 | · | 20 | 7 | 0 | 12 | -3 | -2 |
| CCN(c1ccccc1)S(=O)(=O)c1cc(C(=O)NCC(c2ccc(OC)cc2)N(C)C)ccc1C (configuration not stated) | 4 | -1 | 0 | 10 | 11 | 6 | -4 | -16 |

Continued:
| SMILES | miR122 inh | PGC1a acetyl inh | Cneo AK release | FN deposit inh | LGR2 antag | PAX8 reporter | CASP6 VEID inh | EWS-Fli block |
| --- | --- | --- | --- | --- | --- | --- | --- | --- |
| O=C(CSc1nc(C2CC2)nc2ccccc12)Nc1cccc(O)c1 | 0 | 15 | 0 | 1 | 16 | 20 | -3 | 17 |
| COc1ccc(OC)c(C2C(C(=O)Nc3ccc(F)cc3)=C(C)Nc3nc(CCCO)nn32)c1 (configuration not stated) | 2 | -10 | -3 | -19 | -1 | 3 | 3 | 1 |
| O=C(CN1C(=O)NC2(CCCCC2)C1=O)Nc1cc(C(F)(F)F)ccc1N1CCCCC1 | 4 | -6 | 1 | 2 | 0 | 13 | -2 | 2 |
| CC1=CCC(C(=O)O)C(C(=O)O)C1 (configuration not stated) | 1 | 1 | 2 | · | · | -7 | · | · |
| CS(=O)(=O)N1[C@@H](CO)[C@@H](c2ccccc2)C12CN(C(=O)C1CC1)C2 | · | 7 | · | · | -8 | -3 | 3 | -1 |
| COc1ccccc1Nc1nnc(Cc2ccccc2)c(=O)[nH]1 | · | · | · | 14 | -38 | 20 | 2 | 6 |
| COc1ccccc1CNC(=O)c1cccs1 | -6 | 1 | -2 | · | · | -17 | · | · |
| COc1cccc2cc(C(=O)NCc3ccc(Cl)cc3)c(=N)oc12 | -3 | 3 | 0 | -3 | -13 | 7 | 2 | · |
| C[C@@H]1CN([C@H](C)CO)C(=O)c2cccc(NS(=O)(=O)c3ccccc3)c2O[C@H]1CN(C)Cc1ccc(-c2ccccc2)cc1 | 9[16.7 µM] | -6 | 49 | · | 7 | · | 1 | -6 |
| COc1ccc(CCNC(=O)CN2C(=O)COc3ccc(S(=O)(=O)N4CCOCC4)cc32)c(OC)c1 | -9 | 2 | 4 | 5 | -3 | 6 | -2 | 0 |
| C/C=C/c1ccc([C@H]2[C@H](CO)N[C@H]2CN(C(=O)C2CCC2)C(C)C)cc1 | -8[16.7 µM] | -3 | 4 | 2 | -11 | -2 | 0 | 3 |
| COc1ccc(OC)c(NC(=O)C(CCS(C)(=O)=O)NC(C)=O)c1 (configuration not stated) | 1 | 5 | -1 | · | -16 | · | · | · |
| CCCc1nnc(NC(=O)C(=O)NCCN(C)C)s1 | -2 | -3 | 0 | -10 | -6 | 7 | -1 | 4 |
| C[C@@H]1CN([C@@H](C)CO)C(=O)c2cc(NC(=O)Nc3ccccc3)ccc2O[C@@H](C)CCCCO[C@H]1CN(C)C(=O)C1CCCCC1 | -7[16.7 µM] | 3 | 4 | -9 | 9 | -4 | -3 | 6 |
| COc1cc(NS(=O)(=O)c2ccc(NC(=O)CN3C(=O)c4ccccc4C3=O)cc2)ncn1 | · | · | · | 2 | -11 | 25 | 12 | 4 |
| CC1(C)Oc2ccc3ccc(=O)oc3c2C(/C=N/O)=C1Cl | 3 | 3 | -1 | 4 | 6 | 11 | -2 | 7 |
| CCCN1[C@@H]2c3cccc(=O)n3C[C@H]1[C@H](CO)[C@H]2C(=O)N[C@H](C)c1ccccc1 | · | 2 | · | · | -12 | · | 2 | -1 |
| CC(=O)Nc1cc(C)nn1-c1nc(C)cc(C)n1 | -3 | 7 | · | -1 | -7 | 0 | 16 | 0 |
| CCc1ccc(N(C(=O)CNC(=O)c2ccco2)C(C(=O)NC2CCCC2)c2ccncc2)cc1 (configuration not stated) | -6 | -12 | 1 | -6 | -8 | 5 | 0 | -6 |
| O=C(Nc1ccccc1Cl)c1sccc1-c1ccccc1 | 1 | · | -2 | 7 | 12 | -3 | 1 | 5 |
| COc1ccc(C(=O)N/C(=C\c2cccc3ccccc23)C(=O)N2CCN(C)CC2)cc1 | -4 | -3 | -2 | 0 | 9 | 8 | -2 | -3 |
| C[C@H]1CN([C@@H](C)CO)S(=O)(=O)c2ccc(-c3ccccc3F)cc2O[C@H]1CN(C)Cc1ccncc1 | -1[16.7 µM] | -1 | -4 | -14 | 11 | · | 3 | 23 |
| Cn1c(=O)c2[nH]c(CCC3CCCC3)nc2n(C)c1=O | · | · | · | · | -7 | 10 | -1 | -20 |
| COC(=O)c1ccc(N2CCOCC2)c(NC(=O)c2cccs2)c1 | 3 | 0 | 1 | · | 16 | -1 | -2 | -5 |
| CNc1c(NS(=O)(=O)c2ccc3c(c2)CCCC3)c(=O)oc2ccccc12 | · | · | -4 | -4 | 10 | 14 | -1 | -2 |
| COc1ccc(N2C(=O)CS/C2=N\C(=S)Nc2ccccc2)cc1 | 22 | 4 | -1 | -7 | -10 | -12 | 0 | -13 |
| CCOC(=O)Cc1csc(NC(=O)COc2ccc3c(c2)CCC3)n1 | · | · | 1 | · | -2 | -8 | -1 | 2 |
| O=C(COc1ccccc1Cl)Nc1ccc(CN2CCCCC2)cc1 | -1 | -2 | -1 | · | -1 | -6 | 0 | -6 |
| CC(C)(C)c1ccc(-c2nn(CCC#N)cc2/C=N/O)cc1 | -5 | 0 | 1 | 8 | -29 | 10 | -5 | -1 |
| Cc1ccc(NC(=O)CSc2nc(=O)n(CCCN(C)C)c3c2CCC3)c(C)c1 | · | · | 0 | -21 | -8 | -1 | 6 | 1 |

Sorted by count of non-hydrogen atoms (ascending): 7 of the compounds above
| SMILES | miR122 inh | PGC1a acetyl inh | Cneo AK release | FN deposit inh | LGR2 antag | PAX8 reporter | CASP6 VEID inh | EWS-Fli block |
| --- | --- | --- | --- | --- | --- | --- | --- | --- |
| CC(C)(C)c1ccc(-c2nn(CCC#N)cc2/C=N/O)cc1 | -5 | 0 | 1 | 8 | -29 | 10 | -5 | -1 |
| COC(=O)c1ccc(N2CCOCC2)c(NC(=O)c2cccs2)c1 | 3 | 0 | 1 | · | 16 | -1 | -2 | -5 |
| CCOC(=O)Cc1csc(NC(=O)COc2ccc3c(c2)CCC3)n1 | · | · | 1 | · | -2 | -8 | -1 | 2 |
| CNc1c(NS(=O)(=O)c2ccc3c(c2)CCCC3)c(=O)oc2ccccc12 | · | · | -4 | -4 | 10 | 14 | -1 | -2 |
| Cc1ccc(NC(=O)CSc2nc(=O)n(CCCN(C)C)c3c2CCC3)c(C)c1 | · | · | 0 | -21 | -8 | -1 | 6 | 1 |
| COc1ccc(C(=O)N/C(=C\c2cccc3ccccc23)C(=O)N2CCN(C)CC2)cc1 | -4 | -3 | -2 | 0 | 9 | 8 | -2 | -3 |
| C[C@H]1CN([C@@H](C)CO)S(=O)(=O)c2ccc(-c3ccccc3F)cc2O[C@H]1CN(C)Cc1ccncc1 | -1[16.7 µM] | -1 | -4 | -14 | 11 | · | 3 | 23 |

Bioassay records (PubChem BioAssay)
